# Screens as filed in PubChem BioAssay.
# TDP-43 yeast inh: inhibitors of TDP-43 toxicity in yeast; TDP-43 expressing yeast growth rescue, BacTiter-Glo, 24 h; Potency, µM (doses to about 46.1 µM), for the others: at the top dose growth rescue (activation), most hits filed as activators; 1.8% of 410,000 active; AID 652104; further: % of control where 0% means no effect; nearly all actives have a fitted effect of over 50% in size
#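 Luminescence from BacTiter-Glo reports growth of TDP-43-expressing yeast after 24 hr at 30 deg C with compound. Cells were raffinose-pregrown to mid-log, then seeded in galactose medium at OD600=0.02.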
# GLP1R inv ag: inverse agonists of human GLP-1 receptor; P43220; HEK293 GLP-1R CRE-luciferase, luminescence, 24 h; GLP-1R form is constitutively active; Potency, µM (doses to about 38.3 µM), without a hit: at the top dose activity change, negative = inhibition, actives largely listed as inhibitors; 1.6% of 410,000 active; further: on the % scale 0 is the no-effect control and ±100 the full control effect; nearly all actives have a fitted effect of over 55% in size
# Target sequence (P43220 whole entry, looked up): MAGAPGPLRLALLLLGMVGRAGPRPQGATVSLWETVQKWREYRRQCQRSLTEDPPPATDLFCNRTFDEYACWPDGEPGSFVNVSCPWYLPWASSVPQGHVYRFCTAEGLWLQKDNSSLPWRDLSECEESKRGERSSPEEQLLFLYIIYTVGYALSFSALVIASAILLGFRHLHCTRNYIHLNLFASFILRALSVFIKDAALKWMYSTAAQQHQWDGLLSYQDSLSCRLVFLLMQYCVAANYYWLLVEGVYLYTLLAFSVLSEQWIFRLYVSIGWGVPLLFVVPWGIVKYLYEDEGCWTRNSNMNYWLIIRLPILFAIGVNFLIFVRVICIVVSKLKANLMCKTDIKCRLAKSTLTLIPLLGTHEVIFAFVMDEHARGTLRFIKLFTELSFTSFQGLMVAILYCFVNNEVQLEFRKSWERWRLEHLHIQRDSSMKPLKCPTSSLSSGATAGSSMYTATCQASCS
#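 Constitutively active GLP-1R drives a cAMP-responsive luciferase in stably transfected HEK293 cells; test compounds are added after overnight (12 h) attachment and left 24 hr, and signal loss in luminescence marks inhibition.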
# SW480 rereplic: inducers of DNA re-replication in SW480 colon cancer cells; SW480 DNA re-replication, Hoechst DNA content imaging, 48 h; Potency, µM (top dose mostly 46.1 µM), without a hit: at the top dose re-replication activation, actives largely listed as activators; 1.8% of 340,000 active; further: % of control where 0% means no effect; nearly all actives have a fitted effect of over 55% in size
#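 Readout is total intensity of Hoechst-stained nuclei, excited at 405 nm and collected at 500-530 nm. Compound treatment lasted 48 hr at 37 C in 5% CO2 before staining.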
# KB-3-1 cytotox: KB-3-1 parental cell cytotoxicity | KB-3-1 viability, CellTiter-Glo ATP luminescence, 72 h | Potency, µM (top dose mostly 46.1 µM), inactives show at the top dose activity change, negative = cytotoxic, usual class: cytotoxic | 1.4% of 400,000 active | AID 1347075; further: on the % scale 0 is the no-effect control and ±100 the full control effect; nearly all actives have a fitted effect of over 60% in size
#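 Screening of KB-3-1 cells (DMEM, 10% FBS, phenol-red free) ran from lowest to highest compound concentration; after 72 h at 37 °C viability was read luminescently and curves fitted.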
# GLP-1R agonist: GLP-1 receptor (human) agonism; 0.007% of 380,000 active; HEK293 GLP-1R CRE-luciferase, luminescence, 4-6 h; cells express a hypersensitive GLP-1R form; Potency, µM (highest dose often 45.6 µM), for the others: at the top dose activation, actives largely listed as activators; further: % of control where 0% means no effect
# HT1080-NT tox: kills 2HG-producing HT-1080-NT fibrosarcoma cells. HT-1080-NT fibrosarcoma viability, CellTiter-Glo ATP luminescence, 48 h. Potency, µM (series often up to 46.1 µM), without a hit: at the top dose activity, negative = less viability, actives largely listed as cytotoxic. 1.6% of 360,000 active. AID 686970;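 further: NT is the 2HG producing partner of a matched IDH1 knockdown line; 0% = DMSO-treated cells and -100% = media-only wells without cells; nearly all actives have a fitted effect of over 55% in size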
#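 Viability of the 2HG-overproducing fibrosarcoma line after 48 hours of compound exposure at 37 degrees C was determined by luminescence with CellTiter-Glo, and concentration-effect curves were then fitted and categorized.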
# KB-V1 cytotox: kills drug-selected multidrug resistant KB-V1 cells | 3.4% of 400,000 active | AID 1347076 | Potency, µM (titrated, usually from 46.1 µM), for inactives: at the highest dose activity change, negative = cytotoxicity, actives largely listed as cytotoxic | KB-V1 MDR cells viability, CellTiter-Glo, 72 h; further: on the % scale 0 is the no-effect control and ±100 the full control effect; nearly all actives have a fitted effect of over 60% in size
#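 In this primary screen, KB-V1 cells overexpressing P-gp are incubated with library compounds (lowest to highest concentration) for 72 h at 37 degrees C before a luminescent ATP viability read.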
# GLP1R cytotox: cytotoxicity in counter-screen for GLP-1R inverse agonists | HEK293 cAMP-luciferase reporter cells, luminescence, 24 h | Potency, µM (top dose mostly 38.3 µM), inactives show top-dose activity change, negative = inhibition, actives largely listed as inhibitors | 0.13% of 410,000 active;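 further: loss of luciferase light is scored as toxicity; on the % scale 0 is the no-effect control and ±100 the full control effect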
#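 Here, cytotoxicity is scored as loss of luminescence. The MLSMR collection was tested on cells seeded in medium containing 10% Nu serum, with a 24 hr compound exposure preceded by 12 hours of culture.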
# HT1080 IDH1KD tx: kills HT-1080 cells with IDH1 knockdown; HT-1080 IDH1 knockdown viability, ATP luminescence, 48 h; Potency, µM (titrated, usually from 46.1 µM), without a hit: at the top dose activity, negative = toxicity, most hits filed as cytotoxic; 2% of 360,000 active; AID 686971;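 further: 0% = DMSO wells and -100% = cell-free medium wells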
#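 Luminescent ATP read-out (CellTiter-Glo, 10 min at room temperature) after 48 h compound exposure at 37 °C gave viability of IDH1-knockdown HT-1080 cells. Activity was normalised to DMSO and cell-free wells, then fitted as concentration-response curves.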
# * hit, by the source's call; ? = inconclusive; . = not tested or not shown; & = joins results of further samples; [ ] = remark or other dose. The call rests on the fitted dose curve; in most records, active means well fitted curve in the direction sought with a large enough effect; inconclusive means small, poorly fitted or top-dose-only effect, or another doubt; inactive means no such curve, though single readings can be large; an effect the other way counts as inactive or inconclusive. Potency means the concentration at half of the fitted maximal effect.
# Field names – A = TDP-43 yeast inh; B = GLP1R inv ag; C = SW480 rereplic; D = KB-3-1 cytotox; E = GLP-1R agonist; F = HT1080-NT tox; G = KB-V1 cytotox; H = GLP1R cytotox; I = HT1080 IDH1KD tx
Cc1ccccc1CSCCC(=O)NCCC1=CCCCC1
  A: 15%; B: ?; C: -12%; D: -2%; E: 8%; F: 5%; G: 38%; H: -2%; I: 23%
NS(=O)(=O)c1ccc(NC(=S)N2CCN(C(=O)C3CCCO3)CC2)cc1 (stereo not drawn)
  A: 19%; B: 6%; C: -1%; D: -1%; E: -1%; F: 14%; G: 22%; H: -10%; I: 2%
CC(C)c1nnc(NC(=O)CCC(=O)N2CCN(c3ccccn3)CC2)s1
  A: 0%; B: 3%; C: -3%; D: 1%; E: -10%; F: -5%; G: -20%; H: 20%; I: 7%
O=C1c2ccccc2NC(c2cn[nH]c2-c2ccccc2)N1O (stereo not drawn)
  A: 14%; B: 4%; C: 1%; D: -18%; E: -3%; F: -2%; G: -7%; H: -8%; I: -5%
CC(C)CC(NC(=O)C(Cc1ccc(OCc2ccccc2)cc1)NC(=O)OC(C)(C)C)C(N)=O (stereo not drawn)
  A: 7%; B: ?; C: 7%; D: -1%; E: -8%; F: ?; G: 1%; H: -16%; I: -2%
Cc1cc(NC(=O)COC(=O)c2ccc(C)c(C)c2)no1
  A: 10%; B: 16%; C: 1%; D: 14%; E: -10%; F: 1%; G: 7%; H: 13%; I: 3%
CCOc1ccc(/C=C2\SC(=S)NC2=O)cc1OC
  A: -8%; B: 67%[activator]; C: -2%; D: -16%; E: 28%; F: -23%; G: 1%; H: ?; I: -19%
O=C1COc2ccc(S(=O)(=O)N3CCN(c4ccccc4F)CC3)cc2N1
  A: -6%; B: -9%; C: -4%; D: -2%; E: 2%; F: -13%; G: 12%; H: -6%; I: -12%
CCOC(=O)Cn1c(C)nc2ccccc21
  A: 11%; B: 19%; C: -1%; D: 2%; E: 2%; F: 10%; G: 14%; H: -1%; I: 15%
OCCn1c(-c2ccc3c(c2)OCO3)csc1=Nc1ccccc1
  A: ?; B: 3.5µM*; C: -1%; D: ?; E: -2%; F: -4%; G: -4%; H: -29%; I: -26%
COc1ccc(Cl)c2sc(NC(=O)c3ccc(S(=O)(=O)N4CCOCC4)cc3)nc12
  A: 2%; B: 12%; C: .; D: 9%; E: -3%; F: .; G: 9%; H: 2%; I: .
c1cnc(N2CCN(c3cnccn3)CC2)nc1
  A: 29%; B: 5%; C: -9%; D: 12%; E: -4%; F: 3%; G: -3%; H: 14%; I: 5%
CN(C(=O)CSc1nc(-c2ccccc2)c(-c2ccccc2)o1)C1CCS(=O)(=O)C1 (stereo not drawn)
  A: 8%; B: ?; C: -11%; D: -7%; E: 12%; F: -11%; G: -1%; H: 3%; I: 0%
COc1ccc([C@H]2[C@H](C(=O)C(C)(C)C)N3N=Cc4ccccc4C3[C@]23N=C(c2ccccc2)OC3=O)cc1 (stereo partly drawn)
  A: 9%; B: 0%; C: 2%; D: 3%; E: -13%; F: 2%; G: ?; H: -9%; I: -6%
COc1ccc(CCN(C)C(=O)C2CC(=O)N(Cc3ccc(C)cc3)C2)cc1OC (stereo not drawn)
  A: 13%; B: 16%; C: -19%; D: 5%; E: -2%; F: -3%[9.24 µM]; G: -20%; H: -1%; I: 8%
O=C(O)c1ccc(NC2=Nc3cccc4cccc2c34)cc1
  A: -8%; B: 40%[activator]; C: ?; D: ?; E: -4%; F: -3%; G: 15µM*; H: 72%[activator]; I: 19%
COCCNC(=O)c1ccc(NS(C)(=O)=O)cc1
  A: -23%; B: 1%; C: 22%; D: 8%; E: 1%; F: -4%; G: -14%; H: -7%; I: 23%
O=C(NCc1cn2ccccc2n1)c1ccco1
  A: 24%; B: 15%; C: -2%; D: 1%; E: 6%; F: 7%; G: -10%; H: -9%; I: 3%
Cc1ccc(OCC(=O)Nc2ccc3nc(Nc4cccc(Cl)c4)cc(C)c3c2)cc1
  A: 2%; B: -1%; C: .; D: 4%; E: .; F: .; G: ?; H: 4%; I: .
Cn1c(=O)cc(N)n(Cc2ccccc2)c1=O
  A: 3%; B: 2%; C: -23%[9.22 µM]; D: 10%; E: -4%; F: 8%; G: -15%; H: 1%; I: 7%
CC(=O)NCCNc1nc2cc(-c3ccccc3CO)sc2c(=O)n1C
  A: 35µM*; B: 23%; C: .; D: 0%; E: 0%; F: 13%; G: 0%; H: 2%; I: 3%
CCN(CC)S(=O)(=O)c1cc(C(=O)Nc2cc(S(=O)(=O)N3CCOCC3)ccc2N2CCCC2)ccc1F
  A: 20%; B: 21%; C: 2%; D: -7%; E: -2%; F: 5%; G: -4%; H: -14%; I: -13%
O=C(O)c1cc(-c2ccc(N3CCOCC3)cc2)nn1-c1ccc(F)cc1
  A: 4%; B: 73%[activator]; C: -8%; D: 22%; E: 4%; F: -2%; G: 0%; H: 11%; I: 1%
CCOC(=O)N1CCC(NC(=O)CCc2c(C)nc3nc(C)nn3c2C)CC1
  A: 19%; B: 20%; C: -9%; D: 3%; E: 0%; F: 0%; G: -1%; H: 3%; I: 11%
CCCCNC(=O)CC1NCCNC1=O (stereo not drawn)
  A: 7%; B: 5%; C: 0%; D: 1%; E: -1%; F: 6%; G: -1%; H: 14%; I: 13%
O=C1COc2ccc(C(=O)COC(=O)Cn3cnc4ccccc43)cc2N1
  A: -12%; B: 34%; C: 4%[9.22 µM]; D: -5%; E: 4%; F: -5%; G: 3%; H: 72%[activator]; I: -14%
CCOC(=O)C1CC(c2ccc(Cl)cc2)=NNC1=O (stereo not drawn)
  A: 8%; B: 5%; C: 5%; D: -2%; E: -2%; F: 1%; G: -6%; H: -9%; I: 0%
CSc1ccc(CN(C)C(=O)C2CCN(C(=O)Nc3ccccc3)CC2)cc1
  A: 1%; B: -13%; C: ?; D: -3%; E: 1%; F: -4%; G: 0%; H: 6%; I: -17%
CCn1cc(CNC(=O)c2cc(Cl)ccc2OC)c(C)n1
  A: -2%; B: 10%; C: 1%; D: 10%; E: 7%; F: 13%; G: 4%; H: -11%; I: 3%
Clc1ccc(Cn2nnc(-c3ccc(CN4CCOCC4)cc3)n2)cc1
  A: 9%; B: ?; C: 2%; D: -7%; E: 17%; F: -1%; G: ?; H: 0%; I: -6%
Cc1nnc(SCC(=O)NCc2ccc(Cl)cc2)[nH]c1=O
  A: -7%; B: 2%; C: 12%[9.22 µM]; D: 21%; E: -1%; F: 7%; G: -14%; H: -13%; I: 13%
CCN1CCN(CC(=O)c2ccc(C)cc2)CC1
  A: -6%; B: 7%; C: -7%; D: 9%; E: -2%; F: 29%; G: 44%; H: 5%; I: 8%
Cc1ccc(/C=N/N(Cc2ccccc2)c2ccccc2)o1
  A: 20%; B: -29%; C: -5%; D: -25%; E: 4%; F: 6%; G: 16%; H: 3%; I: 16%
C=CCNC(=O)/C(=C\C=C\c1ccccc1)NC(=O)c1ccccc1Cl
  A: 15%; B: -10%; C: -9%; D: 29%; E: 5%; F: -3%; G: ?; H: -10%; I: -9%
O=C1CCc2cc(S(=O)(=O)NCc3ccccc3Cl)cc3c2N1CC3
  A: -4%&1%; B: 3%&11%; C: -4%; D: 13%&-1%; E: 2%; F: 5%; G: ?; H: -1%&2%; I: 7%
O=C(COc1ccc(Cl)cc1)OCc1cc(=O)n2nc(C3CCCCC3)sc2n1
  A: -7%; B: 20%; C: .; D: 0%; E: .; F: .; G: ?; H: 5%; I: .
COc1cc(NC(=O)CSc2nnc3c(n2)[nH]c2ccc(S(=O)(=O)NC(C)C)cc23)cc(OC)c1OC
  A: 17%; B: 4%; C: 0%; D: 4%; E: 8%; F: 11%; G: 15%; H: -21%; I: 7%
CC(NC(=O)c1ccc(S(C)(=O)=O)cc1)c1cccc2ccccc12 (stereo not drawn)
  A: -22%; B: 13%; C: 0%; D: 5%; E: 11%; F: -14%; G: ?; H: -6%; I: 0%
O=C(N/N=C/c1ccoc1)c1cc(O)cc(O)c1
  A: -4%; B: -13%; C: -3%; D: 20%; E: 1%; F: -1%; G: -1%; H: -6%; I: -2%
COc1cccc(NC(=O)c2cccc(N3C(=O)C4C5C=CC(C5)C4C3=O)c2)c1 (stereo not drawn)
  A: -8%; B: ?; C: ?; D: -27%; E: 4%; F: -8%; G: -45%; H: -19%; I: -4%
COC(=O)c1ccc(NC(=O)CSc2nnc(CNc3ccc(F)cc3)n2C)cc1
  A: 2%; B: 2%; C: -18%; D: 0%; E: 0%; F: -5%; G: -27%; H: -10%; I: -7%
Cc1ccccc1OCC(=O)Nc1ccccc1N1CCCCC1
  A: -7%; B: ?; C: ?; D: ?; E: 0%; F: -26%; G: 15µM*; H: -1%; I: ?
O=C(COC(=O)C1COc2ccccc2O1)Nc1cccc(Cl)c1 (stereo not drawn)
  A: 15%; B: 9%; C: -9%; D: 12%; E: 2%; F: 6%; G: -15%; H: 5%; I: 5%
Clc1ccc(CN2CCC(c3nc4ccc(Cl)cc4[nH]3)CC2)cc1
  A: -23%; B: 7.9µM*; C: ?; D: ?; E: -39%[inhibitor]; F: -10%; G: 21µM*; H: ?; I: -26%

# Reprinted at random: 3 records from the list
# Field names – A = TDP-43 yeast inh; B = GLP1R inv ag; C = SW480 rereplic; D = KB-3-1 cytotox; E = GLP-1R agonist; F = HT1080-NT tox; G = KB-V1 cytotox; H = GLP1R cytotox; I = HT1080 IDH1KD tx
Clc1ccc(CN2CCC(c3nc4ccc(Cl)cc4[nH]3)CC2)cc1
  A: -23%; B: 7.9µM*; C: ?; D: ?; E: -39%[inhibitor]; F: -10%; G: 21µM*; H: ?; I: -26%
COC(=O)c1ccc(NC(=O)CSc2nnc(CNc3ccc(F)cc3)n2C)cc1
  A: 2%; B: 2%; C: -18%; D: 0%; E: 0%; F: -5%; G: -27%; H: -10%; I: -7%
Cc1ccccc1OCC(=O)Nc1ccccc1N1CCCCC1
  A: -7%; B: ?; C: ?; D: ?; E: 0%; F: -26%; G: 15µM*; H: -1%; I: ?
